Source: PubChem BioAssay
TRPML3 ag – agonists of human TRPML3 channel; actives 0.29% (n = 220,000); activation, % at 3 µM; HEK293 TRPML3-YFP, Fluo-8 calcium fluorescence; 100% = the carbachol control signal; Q8TDD5;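 active means activation above its plate's cutoff, the mean activation of the plate's test wells plus 3 SD, cut at about 12% in these data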;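 further: 0% = DMSO only wells and 100% = carbachol wells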
Target sequence (Q8TDD5 whole entry, looked up): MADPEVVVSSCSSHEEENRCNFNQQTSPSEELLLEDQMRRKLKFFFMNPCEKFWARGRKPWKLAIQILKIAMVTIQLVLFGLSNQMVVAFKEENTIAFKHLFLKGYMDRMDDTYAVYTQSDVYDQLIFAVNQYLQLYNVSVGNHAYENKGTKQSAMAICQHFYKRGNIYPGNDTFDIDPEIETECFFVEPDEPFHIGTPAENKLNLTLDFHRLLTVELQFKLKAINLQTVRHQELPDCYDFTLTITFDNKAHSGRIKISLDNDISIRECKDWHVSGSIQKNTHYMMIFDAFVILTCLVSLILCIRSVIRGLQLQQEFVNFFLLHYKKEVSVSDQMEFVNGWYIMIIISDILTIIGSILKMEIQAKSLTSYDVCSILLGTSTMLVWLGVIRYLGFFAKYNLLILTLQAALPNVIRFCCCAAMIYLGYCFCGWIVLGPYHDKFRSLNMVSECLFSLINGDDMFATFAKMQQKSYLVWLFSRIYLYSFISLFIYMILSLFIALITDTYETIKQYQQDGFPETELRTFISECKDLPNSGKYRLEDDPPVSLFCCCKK
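system = HEK293 cells stably carrying human TRPML3-YFP | doses = one concentration, 3 µM nominal, 0.3% DMSO | timing = dye loading 1 h 37 °C then 30 min ambient, 125 s read | detection = Fluo-8 calcium dye fluorescence, ex 470-495, em 515-575 nm | benchmarks = high control carbachol 87 µM, low control DMSO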
14-3-3 Bad inh – disrupts binding of bovine 14-3-3 zeta to phospho-Bad peptide | TR-FRET 14-3-3zeta/Dy647-pBad peptide displacement, 1 h | actives 0.71% (n = 220,000) | P63103 | inhibition, % at 21.7 µM;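 active means inhibition above about 70%, limit read from the data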;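 further: 0% = full 14-3-3 plus peptide FRET controls and 100% = background without 14-3-3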
PPC-1+TRAIL kill – PPC-1 cancer cell killing with TRAIL present; PPC-1 cells + TRAIL, ATPLite viability luminescence; cell killing (% activity), % at 4 µM; actives 0.41% (n = 220,000);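 active means cell killing above 50% in the first pass at 4 µM, then a duplicate retest at 5 µM averaging 50% or more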;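 further: plate controls were cells with TRAIL plus DMSO for no effect and medium-only wells lacking cells for full effect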
CHOP inh – blocks CHOP induction under ER stress. CHO-K1 CHOP-promoter luciferase, tunicamycin-induced, 15-18 h. inhibition, % at 10 µM. actives 3.8% (n = 220,000). AID 2732;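 active means compounds that reduced the stress-induced luciferase reporter signal by more than about 70% of percent inhibition, limit read from the data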;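 further: 0% = tunicamycin plus vehicle and 100% = wells without tunicamycin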
EP2 antag – blocks the human prostaglandin E2 receptor EP2 | C6 glioma cells expressing human EP2, cAMP TR-FRET; cells stimulated with saturating PGE2 | actives 0.52% (n = 260,000) | inhibition, % at 25 µM | P43116 | AID 1422;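 active means percent inhibition above 40 after rounding to a whole number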;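 further: rat C6 glioma host cells with rolipram phosphodiesterase inhibitor present; the protocol text gives 20 µM as final concentration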
Target sequence (P43116 whole entry, looked up): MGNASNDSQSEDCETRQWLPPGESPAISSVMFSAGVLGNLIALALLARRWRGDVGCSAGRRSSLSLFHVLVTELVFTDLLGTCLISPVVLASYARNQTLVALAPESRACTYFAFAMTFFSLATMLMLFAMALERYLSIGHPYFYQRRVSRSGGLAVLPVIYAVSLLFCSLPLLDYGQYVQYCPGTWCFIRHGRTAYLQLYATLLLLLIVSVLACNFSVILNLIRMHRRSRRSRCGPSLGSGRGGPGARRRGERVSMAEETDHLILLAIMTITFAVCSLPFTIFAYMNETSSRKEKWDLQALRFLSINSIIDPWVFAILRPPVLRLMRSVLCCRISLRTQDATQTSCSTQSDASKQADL
NPY Y1 blocker – NPY-Y1 (human) receptor antagonism; HEK293-CNG Y1 cells, membrane potential fluorescence; NPY at EC95, then isoproterenol; inhibition, % at 3.6 µM; actives 1% (n = 200,000);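 active means inhibition above the campaign mean inhibition of all tested compounds plus 3 SD, cut at about 20% in these data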;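 further: 0% = DMSO wells given NPY plus isoproterenol and 100% = isoproterenol alone without NPY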
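Material: HEK293 cells with Y1 receptor plus CNG channel; times: compound incubation 1 h at room temperature, readout 45 min post-stimulation; signal: fluorescence, membrane potential probe; read-out basis: fluorescence ratio normalized to % inhibition between controls; benchmarks: full-block control isoproterenol-only wells, zero-block control NPY plus isoproterenol wells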
TRPN1 ag – agonists of zebrafish TRPN1 channel; HEK293 zebrafish TRPN1-YFP, Fluo-8 calcium fluorescence; 100% = response to 87 µM carbachol; activation, % at 3 µM; actives 0.18% (n = 220,000);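 active means activation above its plate's cutoff, the mean activation of test wells on that plate plus 3 SD, cut at about 19% in these data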;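 further: 0% = DMSO alone and 100% = 87 µM carbachol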
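Control set: carbachol 87 µM as high control, DMSO as low control; system: HEK293 stable line with zebrafish TRPN1-YFP; read-out: % activation versus carbachol response; detection: intracellular calcium fluorescence with Fluo-8; doses: single test compound dose, 3 µM nominal, 0.3% DMSO; schedule: dye 1 h 37 °C plus 30 min RT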
EP2 modulator – modulators of human EP2 prostaglandin E2 receptor | actives 0.83% (n = 260,000) | induction, % at 25 µM | P43116 | EP2-expressing cells, cAMP HTRF FRET, PGE2 co-stimulation;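 active means compounds whose cAMP rise, as percent of the full-agonist control response, exceeds 60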;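 further: rat C6 glioma line stably carrying human EP2 under a CMV promoter; the protocol text gives 20 µM as final concentration; 100% = response of wells given 1 µM PGE2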
NPY-Y1 PAM-ag – human NPY-Y1 potentiation or agonism, primary screen; NPY-Y1 expressing cells, potentiator/agonist activation; actives 0.37% (n = 220,000); activation, % at 3.6 µM; P25929; in the data active means activation above about 33%, passing the limit was not always enough;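 further: cells stimulated with NPY at EC10 then isoproterenol at EC100; 0% = low agonist plus stimulus and 100% = saturating agonist plus stimulus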
Active calls of the source: *; & = joins results of further samples; [ ] = remark or other dose. Some of the compounds tested; the hit share may differ from the screen's.

What do the screens show for `O=C(Nc1ccc(Cl)c(S(=O)(=O)Nc2ccccc2Cl)c1)c1cccs1`?
TRPML3 ag: 1.3; 14-3-3 Bad inh: -5; PPC-1+TRAIL kill: 1; CHOP inh: 29; EP2 antag: 8; NPY Y1 blocker: -7; TRPN1 ag: 2.4; EP2 modulator: -65; NPY-Y1 PAM-ag: 20

What do the screens show for `Cc1ccc(NC(=O)Cn2nc(C)c3ccccc3c2=O)c(C)c1`?
TRPML3 ag: 0.5; 14-3-3 Bad inh: -3; PPC-1+TRAIL kill: 0; CHOP inh: 9; EP2 antag: 8; NPY Y1 blocker: 0; TRPN1 ag: 0.5; EP2 modulator: -2; NPY-Y1 PAM-ag: -1

How did NC(=O)c1ccc(C(F)(F)F)n(Cc2cccc(Cl)c2)c1=O do in these assays?
TRPML3 ag: 0.5; 14-3-3 Bad inh: 5; PPC-1+TRAIL kill: 21; CHOP inh: 72*; EP2 antag: 5; NPY Y1 blocker: 2; TRPN1 ag: -1.6; EP2 modulator: 28; NPY-Y1 PAM-ag: -14

What do the screens show for `O=C(Cc1ccccc1)N/N=C/c1ccccn1`?
TRPML3 ag: 0.2; EP2 antag: 2; NPY Y1 blocker: 3; TRPN1 ag: 1.7; NPY-Y1 PAM-ag: 17

How did CC(C)(C#CC(O)(c1ccccc1)c1ccccc1)N1CCCC1 do in these assays?
TRPML3 ag: 0.0; 14-3-3 Bad inh: 2; PPC-1+TRAIL kill: 11; CHOP inh: -1; EP2 antag: 6; NPY Y1 blocker: 0; TRPN1 ag: -0.9; EP2 modulator: -25; NPY-Y1 PAM-ag: -7

What do the screens show for `CC(Sc1ccc(S(=O)(=O)N2CCOCC2)cc1[N+](=O)[O-])C(=O)O` (configuration not stated)?
TRPML3 ag: 0.3; 14-3-3 Bad inh: 8[fluorescence artefact?]; PPC-1+TRAIL kill: 13; CHOP inh: -52; EP2 antag: 8; NPY Y1 blocker: -1; TRPN1 ag: 0.9; EP2 modulator: -9; NPY-Y1 PAM-ag: 10

How did CCOc1ccc(C2/C(=C(/O)c3ccc(F)cc3)C(=O)C(=O)N2CCCN(C)C)cc1 (configuration not stated) do in these assays?
TRPML3 ag: 0.5; 14-3-3 Bad inh: 0[fluorescence artefact?]; PPC-1+TRAIL kill: 12; CHOP inh: 6; EP2 antag: 13; NPY Y1 blocker: -2; TRPN1 ag: 1.0; EP2 modulator: -4; NPY-Y1 PAM-ag: 8

Results for CC(c1ccc(C(C)(C)C)cc1)S(=O)CC(O)CO (configuration not stated) ?
TRPML3 ag: 1.1; 14-3-3 Bad inh: 7; PPC-1+TRAIL kill: 27; CHOP inh: 13; EP2 antag: 12; NPY Y1 blocker: 1; TRPN1 ag: -0.2; EP2 modulator: 20; NPY-Y1 PAM-ag: 13

Results for Cn1c(=O)c(NCCO)c2c3c(cccc31)C(=O)c1ccccc1-2 ?
TRPML3 ag: 282*; 14-3-3 Bad inh: -5[fluorescence artefact?]; PPC-1+TRAIL kill: -2; CHOP inh: 38; EP2 antag: 25; NPY Y1 blocker: 0; TRPN1 ag: 454*; EP2 modulator: 8; NPY-Y1 PAM-ag: 8

How did CCn1c(NC(=S)Nc2ccccc2)nc2ccccc21 do in these assays?
TRPML3 ag: 0.9; 14-3-3 Bad inh: -10; PPC-1+TRAIL kill: 7; CHOP inh: -66; EP2 antag: 6; NPY Y1 blocker: 1; TRPN1 ag: 1.0; EP2 modulator: 5; NPY-Y1 PAM-ag: 4

What do the screens show for `COCCn1c(SCC(=O)Nc2ncc(C)s2)nc2sc3c(c2c1=O)CCC3`?
TRPML3 ag: -0.7; 14-3-3 Bad inh: 7; PPC-1+TRAIL kill: -20; CHOP inh: 12; EP2 antag: 6; NPY Y1 blocker: -1; TRPN1 ag: -1.4; EP2 modulator: -8; NPY-Y1 PAM-ag: -1

How did COC(=O)CN1C(c2cccc(Cl)c2)=Nc2ccc(Cl)cc2C1c1ccccc1 (configuration not stated) do in these assays?
TRPML3 ag: 0.0; 14-3-3 Bad inh: 5; PPC-1+TRAIL kill: 7; CHOP inh: 36; EP2 antag: 5; NPY Y1 blocker: 39*; TRPN1 ag: -1.2; EP2 modulator: 41; NPY-Y1 PAM-ag: -43

Overlap with the part before: two compounds, followed by the next part.
What do the screens show for `COCCn1c(SCC(=O)Nc2ncc(C)s2)nc2sc3c(c2c1=O)CCC3`?
TRPML3 ag: -0.7; 14-3-3 Bad inh: 7; PPC-1+TRAIL kill: -20; CHOP inh: 12; EP2 antag: 6; NPY Y1 blocker: -1; TRPN1 ag: -1.4; EP2 modulator: -8; NPY-Y1 PAM-ag: -1

How did COC(=O)CN1C(c2cccc(Cl)c2)=Nc2ccc(Cl)cc2C1c1ccccc1 (configuration not stated) do in these assays?
TRPML3 ag: 0.0; 14-3-3 Bad inh: 5; PPC-1+TRAIL kill: 7; CHOP inh: 36; EP2 antag: 5; NPY Y1 blocker: 39*; TRPN1 ag: -1.2; EP2 modulator: 41; NPY-Y1 PAM-ag: -43

How did c1cc2c3c(cccc3c1)NC1(CCCCC1)N2 do in these assays?
TRPML3 ag: 0.1; 14-3-3 Bad inh: 1[fluorescence artefact?]; PPC-1+TRAIL kill: -23; CHOP inh: 13; EP2 antag: 8; NPY Y1 blocker: 0; TRPN1 ag: -1.2; EP2 modulator: -13; NPY-Y1 PAM-ag: -9

What do the screens show for `C=CCn1c(N(C)C)nc2c1c(=O)[nH]c(=O)n2C`?
14-3-3 Bad inh: 0; PPC-1+TRAIL kill: -8; CHOP inh: -2; EP2 antag: 9; EP2 modulator: -2

How did COC(=O)CCc1c(C)nn(-c2ccccc2)c1C do in these assays?
TRPML3 ag: -0.3; 14-3-3 Bad inh: 0; PPC-1+TRAIL kill: 25; CHOP inh: 4; EP2 antag: 11; NPY Y1 blocker: 3; TRPN1 ag: -0.3; EP2 modulator: 21; NPY-Y1 PAM-ag: 7

What do the screens show for `Cc1ccccc1CN(c1ccc(C(=O)N2CCc3ccccc3C2)cc1)S(C)(=O)=O`?
TRPML3 ag: 1.7; 14-3-3 Bad inh: 2; PPC-1+TRAIL kill: 15; CHOP inh: 33; EP2 antag: 7; NPY Y1 blocker: -2; TRPN1 ag: 1.8; EP2 modulator: -22; NPY-Y1 PAM-ag: 8

Results for CCOC(=O)Nc1ccc(S(=O)(=O)Nc2nc(C)cc(C)n2)cc1 ?
TRPML3 ag: 1.4; 14-3-3 Bad inh: 2; PPC-1+TRAIL kill: 2; CHOP inh: -1; EP2 antag: 6; NPY Y1 blocker: -5; TRPN1 ag: 0.3; EP2 modulator: -9; NPY-Y1 PAM-ag: 20

How did Cc1cc(CNC(=O)[C@H]2C[C@@H]2[C@H](NP(=O)(c2ccccc2)c2ccccc2)c2ccccc2)nn1C do in these assays?
TRPML3 ag: 0.0; 14-3-3 Bad inh: 1[fluorescence artefact?]; PPC-1+TRAIL kill: 18; CHOP inh: 6; EP2 antag: 6; NPY Y1 blocker: 2; TRPN1 ag: 0.7; EP2 modulator: 12; NPY-Y1 PAM-ag: -6

Results for O=C(Cn1c(=O)oc2ccccc21)Nc1nnc(N2CCCCCC2)s1 ?
TRPML3 ag: 0.9; 14-3-3 Bad inh: 4; PPC-1+TRAIL kill: 17; CHOP inh: -33; EP2 antag: 7; NPY Y1 blocker: 1; TRPN1 ag: 1.0; EP2 modulator: -3; NPY-Y1 PAM-ag: -17

How did CN(C(=O)C1CCCO1)c1nnc(-c2cnccn2)s1 (configuration not stated) do in these assays?
TRPML3 ag: 0.0; 14-3-3 Bad inh: 11; PPC-1+TRAIL kill: 12; CHOP inh: 37; EP2 antag: 13; NPY Y1 blocker: 10; TRPN1 ag: -0.1; EP2 modulator: 24; NPY-Y1 PAM-ag: -6

How did O=C(Nc1ccc(Cl)cc1)NC1CCCC1Cc1ccco1 (configuration not stated) do in these assays?
TRPML3 ag: 1.4; 14-3-3 Bad inh: 0; PPC-1+TRAIL kill: 29; CHOP inh: -7; EP2 antag: 14; NPY Y1 blocker: 3; TRPN1 ag: 3.6; EP2 modulator: -28; NPY-Y1 PAM-ag: -9

What do the screens show for `COc1ccccc1-n1c(COc2ccccc2-c2ccccc2)nnc1SCC(=O)c1c(N)n(C)c(=O)n(C)c1=O`?
TRPML3 ag: 0.8; 14-3-3 Bad inh: -15; PPC-1+TRAIL kill: 30; CHOP inh: 13; EP2 antag: 1; NPY Y1 blocker: 2; TRPN1 ag: 0.5; EP2 modulator: 5; NPY-Y1 PAM-ag: 9

How did CCc1[nH]nc2c1C(C(C)C)C(C#N)=C(N)O2 (configuration not stated) do in these assays?
14-3-3 Bad inh: -12; PPC-1+TRAIL kill: 18; CHOP inh: 24; EP2 antag: 8&9; EP2 modulator: 19&12

How did COc1ccc2nc(NC(=O)CSc3nnc(-c4ccoc4C)n3C)sc2c1 do in these assays?
TRPML3 ag: 0.6; 14-3-3 Bad inh: -2; PPC-1+TRAIL kill: 24; CHOP inh: 20; EP2 antag: 7&12; NPY Y1 blocker: -10; TRPN1 ag: 2.2; EP2 modulator: -36&-82; NPY-Y1 PAM-ag: 13

What do the screens show for `CNC(=O)NC(=O)CSc1nnc(C(F)(F)F)n1C`?
TRPML3 ag: 0.8; 14-3-3 Bad inh: -6[fluorescence artefact?]; PPC-1+TRAIL kill: 1; CHOP inh: 12; EP2 antag: 13; NPY Y1 blocker: -3; TRPN1 ag: 0.5; EP2 modulator: 3; NPY-Y1 PAM-ag: -16

How did O=C(O)CCC(=O)NCCc1cccc(Cl)c1 do in these assays?
TRPML3 ag: 1.3; 14-3-3 Bad inh: -3; PPC-1+TRAIL kill: 24; CHOP inh: -1; EP2 antag: 5; NPY Y1 blocker: 6; TRPN1 ag: -0.2; EP2 modulator: 10; NPY-Y1 PAM-ag: 2

What do the screens show for `COc1ccc(CCNC(=O)NC23CC4CC(CC(C4)C2)C3)cc1`?
TRPML3 ag: 0.1; 14-3-3 Bad inh: -4; PPC-1+TRAIL kill: 19; CHOP inh: -10; NPY Y1 blocker: -3; TRPN1 ag: -1.4; EP2 modulator: -17; NPY-Y1 PAM-ag: -9

What do the screens show for `Cc1ccc(C(=O)N2CCCC(c3ccccc3)=N2)cc1`?
TRPML3 ag: 0.0; 14-3-3 Bad inh: -11; PPC-1+TRAIL kill: -13; CHOP inh: 78*; EP2 antag: 4; NPY Y1 blocker: 1; TRPN1 ag: -1.2; EP2 modulator: 37; NPY-Y1 PAM-ag: -25

What do the screens show for `CCCOc1ccc(-c2nn(-c3ccccc3)cc2/C=C2\SC(N)=NC2=O)cc1C`?
TRPML3 ag: 0.7; 14-3-3 Bad inh: 3; PPC-1+TRAIL kill: 4; CHOP inh: -10; EP2 antag: 11; NPY Y1 blocker: 4; TRPN1 ag: 0.0; EP2 modulator: 31; NPY-Y1 PAM-ag: 0
